BRCA1 expr up: increases BRCA1 expression. 1.1% of 380,000 active. Potency, µM (highest dose often 46.1 µM), without a hit: at the top dose activation, actives largely listed as activators. MCF7-BRCA1-FFLuc reporter, luminescence, 48 h; response scale: scaled: vehicle 0%, 10 µM genistein 100%; further: nearly all actives have a fitted effect of over 80% in size; some results filed as inactive show a strong effect at the top dose
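Cells: MCF7-BRCA1-FFLuc, 2000/well. Exposure: 48 h, 37 °C, 5% CO2. Read: luminescence, 15 min post-substrate. Controls: genistein 10 microM (maximal activation), DMSO (neutral).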
FLuc modulator: firefly luciferase modulation, counter-screen for miR-21 project | P08659 | purified FLuc, Km substrates, luminescence inhibition | Potency, µM (doses to about 57.5 µM), for inactives: at the highest dose activity change, negative = inhibition, actives largely listed as inhibitors | 6.9% of 360,000 active | AID 588342;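 further: plate controls were vehicle for no effect and reference inhibitor for full effect; nearly all actives have a fitted effect of over 55% in size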
Target sequence (P08659 whole entry, looked up): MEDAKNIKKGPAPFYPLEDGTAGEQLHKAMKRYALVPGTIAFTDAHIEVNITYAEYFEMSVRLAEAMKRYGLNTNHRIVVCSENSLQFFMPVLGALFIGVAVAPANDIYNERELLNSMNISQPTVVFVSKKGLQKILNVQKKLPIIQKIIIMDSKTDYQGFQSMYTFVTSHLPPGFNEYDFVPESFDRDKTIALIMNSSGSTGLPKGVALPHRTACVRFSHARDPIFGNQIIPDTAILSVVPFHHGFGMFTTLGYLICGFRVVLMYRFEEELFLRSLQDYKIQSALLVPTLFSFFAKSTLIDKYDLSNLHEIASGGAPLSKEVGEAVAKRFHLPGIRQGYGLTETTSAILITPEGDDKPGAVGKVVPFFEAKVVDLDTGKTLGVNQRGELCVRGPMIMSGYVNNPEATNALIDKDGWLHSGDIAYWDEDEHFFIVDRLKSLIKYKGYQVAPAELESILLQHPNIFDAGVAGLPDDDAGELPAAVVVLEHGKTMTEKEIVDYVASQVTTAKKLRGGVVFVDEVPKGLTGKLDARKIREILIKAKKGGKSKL
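Purified P. pyralis luciferase (10nM final) with 10uM D-luciferin and 10uM ATP (Km levels) in 50mM Tris acetate pH 7.5, 10mM Mg acetate, 0.01% Tween-20, 0.05% BSA; qHTS 6-point titration, ~60 µM downward; luminescence read.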
Numbers without * were called inactive; ? = inconclusive; & = joins results of further samples. The call rests on the fitted dose curve; in most records, active means well fitted curve in the direction sought with a large enough effect; inconclusive means small, poorly fitted or top-dose-only effect, or another doubt; inactive means no such curve, though single readings can be large; an effect the other way counts as inactive or inconclusive. Potency means the concentration at half of the fitted maximal effect. These rows are one share of the data; the hit share may differ from the screen's.

SMILES | BRCA1 expr up | FLuc modulator
CCOc1ccc(CNC(=O)c2cc3c(s2)-c2ccccc2OC3)cc1 | 30% | 3%
Cc1nn(C(=O)c2ccccc2)c(C)c1S(=O)(=O)N1CCOCC1 | -5% | ?
CCc1nn(CC(=O)N(CC)Cc2ccccc2)c(=O)c2cc3occc3n12 | -15% | -8%
CCOC(=O)c1c(C)[nH]c(C)c1S(=O)(=O)N1CCC(C(=O)Nc2ccc(OCC)cc2)CC1 | 9% | 0%
COc1cccc(CNC(=O)c2ccc(NC(=O)N3CCCCc4ccccc43)cc2)c1 | 0% | -10%
COC(=O)c1ccc(CSc2nc3c([nH]c4ccccc43)c(=O)n2-c2ccc(Cl)cc2)o1 | 0% | 0%
COc1ccc(NC(=O)c2ccc3c(SCC(=O)O)c4c(nc3c2)CCCC4)cc1OC | 3% | ?
CCOC(=O)c1ccc2c(c1)N(CC(=O)Nc1cc(F)ccc1F)C(=O)c1ccccc1S2 | 16% | 0%
Cc1noc(C)c1S(=O)(=O)N1CCCC(C(=O)Nc2ccc(C(C)C)cc2)C1 (stereo unspecified) | 0% | 0%
COc1cc(CN(C(=O)COc2ccc(C)cc2)c2ccccn2)cc(OC)c1OC | -10% | ?
CN(C)CCCn1c(-c2ccc(Cl)cc2)csc1=Nc1ccccc1 | -57% | 1%
Cc1ccc(C)c(NC(=O)Cn2c(=O)n(CCCS(=O)(=O)C3CCCCC3)c(=O)c3ccccc32)c1 | 0% | -11%
CC(=O)N1c2c(cc(Br)cc2S(=O)(=O)N2CCN(c3cc(C)ccc3C)CC2)CC1C (stereo unspecified) | -1% | 0%
CCn1cc(C(=O)NCc2ccc(Cl)cc2)c(=O)c2cc(S(=O)(=O)N3CCc4ccccc4C3)ccc21 | 5% | 5%
Cc1ccc(S(=O)(=O)c2cnc(SCC(=O)Nc3ccc4c(c3)OCCO4)[nH]c2=O)cc1C | 10% | 11µM*
Cc1ccc(CNC(=O)CN2C(=O)CSc3ccc(S(=O)(=O)N(C)C)cc32)cc1 | 27% | ?
Cc1cc(C)cc(C(=O)n2nc(C)c(S(=O)(=O)N3CCOCC3)c2C)c1 | -6% | -1%
COc1ccc(CCNC(=O)c2c(C)nn(-c3ccc(F)cc3)c2-n2cccc2)c(OC)c1OC | -20% | -14%
COc1ccc(N2CCN(CCCNC(=O)c3ccc4nc(N5CCCCC5)sc4c3)CC2)cc1 | 77% | ?
Fc1ccccc1N1CCN(c2c3c(nc4nncn24)CCC3)CC1 | 41% | 5%
CCCCn1c(CNC(=O)C23CC4CC(CC(C4)C2)C3)nnc1SCC(=O)Nc1ccc(F)cc1 | 0% | -10%
COc1ccc(-c2nc3nc(C)cc(Nc4ccc(C(C)=O)cc4)n3n2)cc1 | -29% | ?
Cc1ccccc1-c1noc(-c2ccc(NC3CCCC3)c([N+](=O)[O-])c2)n1 | 9% | ?
CCc1ccc(-n2c(=O)c3c4c(sc3n(CC(=O)c3ccc(Cl)cc3)c2=O)CCC4)cc1 | 9% | 0%
c1ccc2c(c1)ncc1nncn12 | 17% | -5%
COc1ccc(Nc2c(-c3ccc(Cl)cc3)nc3cnccn23)cc1OC | -13% | -12%
CCOC(=O)Cn1nc(-c2ccccc2)c2cnc3ccc(OCC)cc3c21 | -35% | -8%
Cn1c2c(c(=O)n(C)c1=O)C(c1cc(Br)ccc1F)CC(=O)N2 (stereo unspecified) | -14% | 5%
O=C(CN1C(=O)CCSc2ccccc21)Nc1ccccc1F | 4% | 6%
O=C(COc1ccc(Cl)cc1)OCc1cc(=O)n2nc(C3CC3)sc2n1 | 6% | 4%
N#Cc1ccccc1Cn1c(=O)n(Cc2ccc(C(=O)NC3CCN(Cc4ccccc4)CC3)cc2)c(=O)c2ccccc21 | 1% | -1%
Cc1cc(C)c(NC(=O)Nc2ccc3snnc3c2)c(C)c1 | -12% | 2%
COc1ccc(-c2nc(C(=O)Nc3cccc(C(C)=O)c3)nn2-c2ccccc2Cl)cc1 | 0% | ?
CCOCCCn1c(=N)c(S(=O)(=O)c2ccc(C)cc2)cc2c(=O)n3cccc(C)c3nc21 | 3% | -6%
COCCN(Cc1ccco1)C(=O)c1cc2c(=O)[nH]c3ccc(C)cc3c2s1 | 8% | -2%
Clc1ccccc1CNc1nc2ccccc2c2nc(-c3cccnc3)nn12 | 0% | -6%
Cc1nn(-c2ccc(F)cc2)c(-n2cccc2)c1C(=O)NCCc1ccc(Cl)cc1 | -48% | -12%
Cc1cc(C)c(NS(=O)(=O)c2ccc(-c3coc(C)n3)cc2)c(C)c1 | ? | 1%
CC1=C(C(=O)Nc2ccc(C)cc2C)C(c2ccc(O)cc2)n2nnnc2N1 (stereo unspecified) | 0% | -9%
Cc1cccc(NC(=O)Cn2c(C(F)(F)F)nc3ccccc32)c1C | 8% | 4%
COc1cccc(C(=O)Nc2ccc(-c3cn4cccnc4n3)cc2)c1OC | 0% | -6%
Cc1ccc2nc(NC(=O)c3ccc(S(=O)(=O)N4CCC(C)CC4)cc3)sc2c1 | 5% | 1%
COc1ccc(NC(=O)Cn2c(=O)n(Cc3ccc(C(=O)NCc4ccccc4Cl)cc3)c(=O)c3ccccc32)cc1OC | -9% | 0%
CCOc1nc(NC(=O)NS(=O)(=O)Oc2cccc(F)c2)nc(-c2ccccc2)n1 | 31% | ?
Cc1cccc(CN2C(=O)N(c3ccc(C(C)C)cc3)S(=O)(=O)c3ccccc32)c1 | -3% | -3%
COc1ccc(CCNC(=O)CCCn2c(=O)c3ccccc3n(CC(=O)Nc3ccc(C)cc3Cl)c2=O)cc1OC | 6% | 1%
COc1ccc(NC(=O)C2CCN(S(=O)(=O)c3ccc4[nH]c(=O)ccc4c3)CC2)cc1Cl | 13% | 0%
Cc1nc(-c2ccc(S(=O)(=O)Nc3ccc(C)c(N(C)C)c3)cc2)co1 | -29% | -14%
O=C(Cn1c(=O)oc2cc(S(=O)(=O)N3CCCCC3)ccc21)NCc1ccc(F)cc1 | -19% | ?
COC(=O)c1ccc(NS(=O)(=O)c2ccc(-n3cccn3)cc2)cc1 | 10% | -25%
(listing goes on)
SMILES | BRCA1 expr up | FLuc modulator
O=C(CCCCn1c(=O)c2ccccc2n(Cc2cccc(F)c2)c1=O)NCc1ccc2c(c1)OCO2 | -23% | -3%
COc1ccc(OC)c(NC(=O)c2cnn(-c3ccc(C)cc3)c2C2CCNCC2)c1 | -2% | -4%
COc1cc2c(=O)c(S(=O)(=O)c3ccc(C(C)C)cc3)cn(Cc3ccccc3C)c2cc1OC | -43% | -2%
Cc1ccc(OCC(=O)OCc2cc(=O)n3nc(C4CC4)sc3n2)cc1 | 0% | -6%
Cc1cccc(N2CC(C)Cn3c2nc2c3c(=O)n(CC(=O)O)c(=O)n2C)c1 (stereo unspecified) | 13% | -8%
CCc1ccc(NC(=O)c2sc3nc(C)c(Cl)c(C)c3c2NC(=O)c2ccccc2)cc1 | 1% | 1%
CCOC(=O)c1[nH]c2ccccc2c1NC(=O)c1ccccc1F | 16% | -7%
Cn1c(Oc2ccc(Cl)cc2)nc2c1c(=O)n(Cc1ccc(F)cc1)c(=O)n2C | 18% | 3%
COc1ccc2c(c1)c1c(c(=O)n(Cc3ccccc3)c(=O)n1CC(=O)Nc1c(C)cccc1C)n2C | 3% | 0%
CCCCN1CC(c2nc3ccccc3n2CCCCOc2c(C)cccc2C)CC1=O (stereo unspecified) | -35% | -1%
COc1ccc(CNC(=O)CCNS(=O)(=O)c2ccc3c(c2)CCCC(=O)N3)cc1 | 1% | -5%
Cc1cccc(N(CC(=O)NCCSCc2cccc(Cl)c2)S(=O)(=O)c2ccccc2)c1C | -60% | -2%
Cc1cccc(Cn2c(=O)n(CCCC(=O)NCc3ccccc3Cl)c(=O)c3ccccc32)c1 | -45% | -8%
Cc1ccc(Nc2c(-c3ccc(C)s3)nc3ccccn23)cc1 | -2%&19% | 13µM*
Cc1ccc2oc3c(c(=O)c2c1)C(c1ccccc1F)N(CCCN1CCOCC1)C3=O (stereo unspecified) | 9% | 2%
Cc1ccc(NC(=O)CSc2nc3c(oc4ccccc43)c(=O)n2Cc2ccco2)cc1 | 12% | 1%
CCOC(=O)Cc1ccc(NC(=O)Nc2c[nH]c(=O)[nH]c2=O)cc1 | 9% | -7%
O=C(c1ccccc1)n1nc(-c2ccccc2)nc1NCc1ccc(F)cc1 | 33% | -2%
O=C(Nc1ccc(F)c(Cl)c1)C1CCN(c2ncccn2)CC1 | 4% | -13%
CCN(CC)c1ccc(NC(=O)C2CCN(c3nnc(-n4cccc4)s3)CC2)c(C)c1 | 0% | -2%

Molecules from the list above containing a COOH group (two):
SMILES | BRCA1 expr up | FLuc modulator
COc1ccc(NC(=O)c2ccc3c(SCC(=O)O)c4c(nc3c2)CCCC4)cc1OC | 3% | ?
Cc1cccc(N2CC(C)Cn3c2nc2c3c(=O)n(CC(=O)O)c(=O)n2C)c1 (stereo unspecified) | 13% | -8%

Continued.
SMILES | BRCA1 expr up | FLuc modulator
CCOc1ccc(Nc2nc(C)c(NC(=O)c3ccc(C)cc3)c(Nc3ccc(OCC)cc3)n2)cc1 | -39% | -14%
Cc1nn2c(=O)cc(COC(=O)c3ccco3)nc2s1 | -11% | 0%
CC(=O)c1cccc(NC(=O)Cn2nc(C(F)(F)F)c3c2CCC3)c1 | 2% | -2%
Cc1cccn2cc(-c3cccc(NS(=O)(=O)c4ccc(Cl)c(Cl)c4)c3)nc12 | 0% | 9.5µM*
O=C(CN1C(=O)CC(c2ccccc2)Sc2ccccc21)Nc1cccc(Cl)c1 (stereo unspecified) | -5% | -12%
CN(Cc1ccccc1)S(=O)(=O)c1cc(Br)cc2c1N(C(=O)C1CC1)CC2 | -18% | 3%
CCOC(=O)Cn1c(=O)n(-c2ccccc2OC)c2nc(-c3ccccc3)nc(C(N)=O)c21 | -21% | -1%
Cc1ccc(C)c(CN2C(=O)C3(c4ccccc42)N(c2ccc(Cl)cc2)C(=O)CS3(=O)=O)c1 (stereo unspecified) | 14% | -7%
Oc1ccccc1-c1nc(/C=C/c2ccccc2Cl)nn1-c1ccccc1 | 20% | 6µM*
Cc1cc(C)cc(N2C(=O)CSC23C(=O)N(CC(=O)NCCc2ccccc2)c2ccccc23)c1 (stereo unspecified) | 3% | -8%

Ordered by value in BRCA1 expr up (largest number first): three of the compounds above
SMILES,BRCA1 expr up
Oc1ccccc1-c1nc(/C=C/c2ccccc2Cl)nn1-c1ccccc1,20%
O=C(CN1C(=O)CC(c2ccccc2)Sc2ccccc21)Nc1cccc(Cl)c1 (stereo unspecified),-5%
CCOC(=O)Cn1c(=O)n(-c2ccccc2OC)c2nc(-c3ccccc3)nc(C(N)=O)c21,-21%

Next part.
SMILES | BRCA1 expr up | FLuc modulator
COc1cc2[nH]c(=O)n(CCCC(=O)NCc3ccccc3Cl)c(=O)c2cc1OC | 7% | -6%
Cc1cc(N(C)Cc2ccccc2)n2nc(-c3ccc(C(C)(C)C)cc3)nc2n1 | -15% | ?
Cc1ccc(Cc2cn3cc(-c4ccccc4)nc3s2)cc1 | ? | 0.15µM*
CCSc1nc2ccccc2c(OCc2ccccc2Cl)c1C(=O)OC | -11% | -10%
COc1ccc(C)c2sc(NC(=O)c3ccc(S(=O)(=O)N4CCCC4)cc3)nc12 | -1% | -3%
Cc1cc(Nc2cccc(Cl)c2)nc2ccc(NC(=O)Cc3ccc(Cl)cc3)cc12 | -69% | -2%
CCOc1cccc(NC(=O)C2CC(=O)N(C)C(=Nc3ccc(OC)cc3)S2)c1 (stereo unspecified) | 8% | 1%
Cc1ccc(S(=O)(=O)n2nc(-c3ccc(Cl)cc3)nc2NCc2ccc(F)cc2)cc1 | -7% | 1%
Cc1ccc2nc(NC(=O)CSc3nccn3Cc3ccc(F)cc3)sc2c1 | 0% | ?
CCc1ccc(CNc2ncnc3onc(-c4ccc(Cl)cc4)c23)cc1 | 5% | -5%
Cc1cc(C)n2c(Nc3c(C)cccc3C)c(-c3ccsc3)nc2n1 | 12% | 0%
Cn1c(=O)c2cc(S(=O)(=O)NC(Cc3ccccc3)C(=O)Nc3ccc(F)cc3)ccc2n(C)c1=O (stereo unspecified) | -21% | 2%

Arranged by molecular weight (falling): part of the list above
SMILES | BRCA1 expr up | FLuc modulator
Cc1cc(Nc2cccc(Cl)c2)nc2ccc(NC(=O)Cc3ccc(Cl)cc3)cc12 | -69% | -2%
COc1cc2[nH]c(=O)n(CCCC(=O)NCc3ccccc3Cl)c(=O)c2cc1OC | 7% | -6%
Cc1cc(N(C)Cc2ccccc2)n2nc(-c3ccc(C(C)(C)C)cc3)nc2n1 | -15% | ?

Screens as filed in PubChem.
